Screening results: PubChem BioAssay, several laboratories
Rpn11 block – Rpn11 (PSMD14) deubiquitinase inhibitors, primary screen, biochemical, fluorescence polarization, uHTS; AID 588493, 2011; human 26S proteasome, Ub4-pepOG fluorescence polarization; 20S core pre-blocked with epoxomicin; calls only at 20 µM; 360,000 compounds, 0.59% hits;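 active = inhibition at 20 µM, scaled to each plate's controls, above about 33%, limit read from the data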
Scp-1 inhibitor – Scp-1 phosphatase inhibitors, primary screen, biochemical, colorimetric, uHTS | Carboxy-terminal domain RNA polymerase II polypeptide A small phosphatase 1 (Homo … | Recombinant Scp1, phosphopeptide, malachite green phosphate absorbance | inhibition, % at 20 µM | 340,000 compounds, 0.88% hits | AID 493091, 2011;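 active = inhibition above about 50% at 20 µM, limit read from the data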;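 also: plate controls were DMSO wells with enzyme for no effect and wells lacking enzyme for full effect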
Target sequence (Q9GZU7 76-261 limits assumed): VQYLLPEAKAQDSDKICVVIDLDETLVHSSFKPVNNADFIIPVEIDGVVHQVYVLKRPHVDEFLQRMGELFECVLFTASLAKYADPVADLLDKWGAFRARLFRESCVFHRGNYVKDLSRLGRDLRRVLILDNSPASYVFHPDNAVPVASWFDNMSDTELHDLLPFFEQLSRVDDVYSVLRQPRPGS
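Material: truncated SCP-1 phosphatase (76-261aa) / Buffer or medium: 50 mM Tris acetate pH 5.5, 0.005% Tween-20, 10 mM MgCl2 / Compound dosing: one concentration, 20 µM, with 1.0% DMSO / Incubation: 45 min room-temperature reaction, 5 min colour, 30 min stabiliser / Detection: colorimetric free-phosphate detection, absorbance 630 nm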
LMPTP inh – LMPTP phosphatase inhibitors, primary screen, biochemical, fluorescence intensity, uHTS; Low molecular weight phosphotyrosine protein phosphatase (Homo sapiens), P24666; recombinant LMPTP-A, OMFP fluorogenic substrate; inhibition, % at 20 µM; 360,000 compounds, 0.22% hits; AID 651560, 2012;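 active = compounds that cut the enzyme signal by at least half of the control window in the single-dose screen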;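 also: plate controls were DMSO wells with enzyme plus substrate for no effect and substrate without enzyme for full effect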
Target sequence (P24666 whole entry, looked up): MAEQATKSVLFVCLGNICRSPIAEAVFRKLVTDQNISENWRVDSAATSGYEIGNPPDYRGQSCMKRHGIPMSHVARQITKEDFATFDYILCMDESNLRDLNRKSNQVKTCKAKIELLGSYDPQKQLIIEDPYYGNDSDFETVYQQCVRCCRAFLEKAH
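Test system: LMPTP-A, protein tyrosine phosphatase of low molecular weight; Input: 0.625 nM enzyme; Incubation: 50 min dark incubation at room temperature; Signal: endpoint fluorescence intensity from OMFP dephosphorylation; Read-out basis: % inhibition versus control wells.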
CSN deneddyl inh – inhibitors of CSN-mediated cullin deneddylation, primary screen, biochemical, fluorescence polarization, uHTS; Purified CSN, SCF-Nedd8-OG deneddylation; inhibition, % at 12.5 µM; 360,000 compounds, 0.38% hits; AID 651999, 2013;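 active = pattern-corrected inhibition above about 35%, with an unprinted fluorescence ratio check between 0.5 and 1.5, limit read from the data, passing the limit was not always enough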;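 also: 0% = enzyme with substrate and 100% = substrate without enzyme; some results filed as inactive read as strong as hits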
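Detection – fluorescence polarization · System – HEK293T-derived human Csn5 enzyme · Controls – substrate-only high control, full reaction low control · Timing – 90 min, room temperature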
SUMO1 PPI mod – modulators of SUMO1 protein-protein interactions, primary screen, biochemical, uHTS; Small ubiquitin-related modifier 1 (Homo sapiens), P63165; SUMO1 binding to a labelled peptide, TR-FRET, 1 h; inhibition, % at 20 µM; 360,000 compounds, 0.33% hits; in the data active = inhibition above about 37%
Neddyl block – inhibitors of cullin neddylation, primary screen, biochemical, TR-FRET, uHTS, NAE and Ubc12; NEDD8-conjugating enzyme Ubc12 (Homo sapiens) + NEDD8-activating enzyme E1 regulatory …; calls only at 25 µM; 360,000 compounds, 0.58% hits; AID 651699, 2012; in the data active = inhibition above about 36%
Target sequence (P61081 whole entry, looked up): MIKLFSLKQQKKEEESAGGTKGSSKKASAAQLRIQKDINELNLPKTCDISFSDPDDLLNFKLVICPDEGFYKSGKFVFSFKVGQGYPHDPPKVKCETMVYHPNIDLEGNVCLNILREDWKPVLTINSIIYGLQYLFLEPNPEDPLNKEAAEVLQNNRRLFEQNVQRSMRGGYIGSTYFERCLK
Target sequence (Q13564 whole entry, looked up): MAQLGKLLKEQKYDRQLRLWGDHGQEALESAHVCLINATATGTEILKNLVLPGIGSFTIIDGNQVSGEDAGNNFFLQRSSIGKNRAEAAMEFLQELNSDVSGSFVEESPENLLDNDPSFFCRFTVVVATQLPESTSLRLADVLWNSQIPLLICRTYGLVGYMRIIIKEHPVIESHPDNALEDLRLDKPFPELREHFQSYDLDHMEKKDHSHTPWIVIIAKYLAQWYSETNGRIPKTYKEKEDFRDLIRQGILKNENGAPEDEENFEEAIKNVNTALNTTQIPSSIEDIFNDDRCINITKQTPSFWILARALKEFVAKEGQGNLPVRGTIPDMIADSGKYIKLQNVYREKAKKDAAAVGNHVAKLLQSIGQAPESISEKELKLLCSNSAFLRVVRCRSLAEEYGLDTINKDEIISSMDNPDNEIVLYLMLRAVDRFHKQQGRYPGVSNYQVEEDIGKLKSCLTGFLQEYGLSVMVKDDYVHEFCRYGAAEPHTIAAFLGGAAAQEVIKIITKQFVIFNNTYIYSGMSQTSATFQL
STEP inh – STEP phosphatase inhibitors, primary screen, biochemical, fluorescence intensity, uHTS | 360,000 compounds, 0.25% hits | recombinant STEP, OMFP fluorogenic substrate | inhibition, % at 20 µM;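 active = inhibition at 20 µM, scaled per plate between control wells, above about 37%, limit read from the data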;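 also: 0% = DMSO with enzyme and substrate and 100% = substrate only without enzyme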
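Material: STEP (striatal-enriched tyrosine phosphatase) enzyme, cell-free | Medium: 50 mM Bis-Tris pH 6.0 with 2.5 mM DTT and 0.005% Tween 20 | Read-out: Percent inhibition scaled to no-enzyme and uninhibited-enzyme controls, plate-pattern corrected | Signal: Fluorescence read at 480 nm ex / 540 nm em | Times: 20 min reaction, room temperature, in the dark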
DNMT1 block – human DNMT1 methyltransferase inhibitors, primary screen, biochemical, molecular beacon, fluorescence, HinP1I cleavage, uHTS. inhibition (reported as % activation of signal), % at 10 µM. AID 588458, 2011. DNA (cytosine-5)-methyltransferase 1 (Homo sapiens), P26358. 360,000 compounds, 0.83% hits; in the data active = inhibition above about 50%
Rin1-Abl PPI inh – inhibitors of Rin1-Abl protein binding, primary screen, biochemical, TR-FRET; Tyrosine-protein kinase ABL1 (Homo sapiens) + Ras and Rab interactor 1 (Homo sapiens), …; 360,000 compounds, 0.4% hits; inhibition, % at 7.35 µM; in the data active = inhibition above about 5%, passing the limit was not always enough
NadD block – inhibitors of S. aureus NadD, primary screen, biochemical, colorimetric, uHTS; AID 602399, 2012; 360,000 compounds, 0.78% hits; inhibition, % at 20 µM; purified NadD enzyme, colorimetric absorbance read-out; in the data active = inhibition above about 26%; also: some compounds past the cut are filed as inactive
* = called active by the depositor.

How did C=C(C)Cn1c(CCCNC(=O)CC)nc2ccccc21 do in these assays?
Rpn11 block: inactive; Scp-1 inhibitor: -2.7; LMPTP inh: 1.7; CSN deneddyl inh: -2.5; SUMO1 PPI mod: -0.9; Neddyl block: inactive; STEP inh: -1.9; DNMT1 block: 2.1; Rin1-Abl PPI inh: 2.2; NadD block: 4.0

Results for CC(O)CNc1nc2c(c(=O)n(Cc3ccc(Br)cc3)c(=O)n2C)n1C (configuration not stated) ?
Rpn11 block: inactive; Scp-1 inhibitor: -6.5; LMPTP inh: 1.2; CSN deneddyl inh: -1.8; SUMO1 PPI mod: 10.4; Neddyl block: inactive; STEP inh: -1.1; DNMT1 block: -0.4; Rin1-Abl PPI inh: -0.6; NadD block: 2.4

Results for O=C(Nc1ccc(F)cc1)c1cccc(N2C(=O)C3C4C=CC(C4)C3C2=O)c1 (configuration not stated) ?
Rpn11 block: inactive; Scp-1 inhibitor: -7.3; LMPTP inh: 0.6; CSN deneddyl inh: 1.0; SUMO1 PPI mod: 3.6; Neddyl block: inactive; STEP inh: 0.9; DNMT1 block: -1.9; Rin1-Abl PPI inh: -2.8; NadD block: -0.2

How did COc1ccc(-c2ccccc2C2=CC(=O)CC(C)(C)C2=O)cc1 do in these assays?
Rpn11 block: inactive; LMPTP inh: 1.6; CSN deneddyl inh: -2.7; SUMO1 PPI mod: -7.0; Neddyl block: inactive; STEP inh: -0.6; DNMT1 block: -5.5; Rin1-Abl PPI inh: 0.9; NadD block: -6.5

Results for Cc1ccccc1-c1cn(-c2ccccc2)c(=S)[nH]1 ?
Rpn11 block: inactive; Scp-1 inhibitor: 3.7; LMPTP inh: 0.9; CSN deneddyl inh: -2.2; SUMO1 PPI mod: 2.0; Neddyl block: inactive; STEP inh: -2.7; DNMT1 block: -0.2; Rin1-Abl PPI inh: -0.1; NadD block: -8.3

What do the screens show for `Cc1[nH]c2ccccc2c1/C=N/Nc1ccccc1[N+](=O)[O-]`?
Rpn11 block: inactive; Scp-1 inhibitor: -8.9; LMPTP inh: 3.9; CSN deneddyl inh: -0.3; SUMO1 PPI mod: -20.6; Neddyl block: inactive; STEP inh: 4.1; DNMT1 block: -6.0; Rin1-Abl PPI inh: 0.3; NadD block: -3.8

How did Cc1ccc(C(=O)Nc2nc3ccccc3s2)s1 do in these assays?
Rpn11 block: inactive; Scp-1 inhibitor: -4.3; LMPTP inh: 1.3; CSN deneddyl inh: 0.8; SUMO1 PPI mod: 0.8; Neddyl block: inactive; STEP inh: -1.2; DNMT1 block: -3.6; Rin1-Abl PPI inh: -3.9; NadD block: -7.8

How did Cc1cc(C)n(-c2nc(C(=O)O)cs2)n1 do in these assays?
Rpn11 block: inactive; Scp-1 inhibitor: 1.4; LMPTP inh: -1.2; CSN deneddyl inh: -0.7; SUMO1 PPI mod: 2.5; Neddyl block: inactive; STEP inh: -1.7; DNMT1 block: -1.8; Rin1-Abl PPI inh: 2.2; NadD block: -4.5

What do the screens show for `C=CCOC(=O)C1C(=O)CC(C)(O)C(C(=O)OCC=C)C1c1ccc(N(C)C)cc1` (configuration not stated)?
Rpn11 block: inactive; Scp-1 inhibitor: -0.7; LMPTP inh: -1.1; CSN deneddyl inh: 6.6; SUMO1 PPI mod: 0.9; Neddyl block: inactive; STEP inh: -1.2; DNMT1 block: -0.5; Rin1-Abl PPI inh: 4.3; NadD block: 8.9

Results for COc1ccccc1/C=C/C(=O)c1ccccc1 ?
Rpn11 block: inactive; Scp-1 inhibitor: -11.0; LMPTP inh: 0.5; CSN deneddyl inh: 8.1; SUMO1 PPI mod: -0.3; Neddyl block: inactive; STEP inh: -0.4; DNMT1 block: 3.4; Rin1-Abl PPI inh: -0.7; NadD block: -8.5

Results for Cc1nnc(SCC(=O)N(Cc2ccccc2)C(C)(C)C)[nH]c1=O ?
Rpn11 block: inactive; Scp-1 inhibitor: -2.5; LMPTP inh: -0.9; CSN deneddyl inh: -4.2; SUMO1 PPI mod: 0.6; Neddyl block: inactive; STEP inh: -2.2; DNMT1 block: 1.3; Rin1-Abl PPI inh: 2.9; NadD block: -0.3

Results for O=C(CSc1ncn[nH]1)NCc1ccc(Cl)cc1 ?
Rpn11 block: inactive; Scp-1 inhibitor: -0.8; LMPTP inh: -0.5; CSN deneddyl inh: -0.4; SUMO1 PPI mod: 3.6; Neddyl block: inactive; STEP inh: -2.2; DNMT1 block: 0.8; Rin1-Abl PPI inh: 3.7; NadD block: -1.4

What do the screens show for `CN(c1ccccc1)S(=O)(=O)c1ccc(C(=O)NCc2ccccc2F)cc1`?
Rpn11 block: inactive; Scp-1 inhibitor: -8.2; LMPTP inh: 1.3; CSN deneddyl inh: -5.2; SUMO1 PPI mod: 9.3; Neddyl block: inactive; STEP inh: -0.5; DNMT1 block: 4.3; Rin1-Abl PPI inh: 2.1; NadD block: -9.4

How did Cc1ccc2c(c1)[C@@H]1[C@H](CO2)[C@H](c2ccccc2)[C@]2(C)C(=O)N[C@H](C)C(=O)N12 do in these assays?
Rpn11 block: inactive; Scp-1 inhibitor: -2.7; LMPTP inh: -1.2; CSN deneddyl inh: -2.6; SUMO1 PPI mod: -1.8; Neddyl block: inactive; STEP inh: -0.9; DNMT1 block: -2.6; Rin1-Abl PPI inh: 2.9; NadD block: 2.1

How did Cc1ccc(Sc2ncccc2COC(=O)Nc2c(C)cccc2C)cc1 do in these assays?
Rpn11 block: inactive; Scp-1 inhibitor: -11.2; LMPTP inh: 1.3; CSN deneddyl inh: -4.6; SUMO1 PPI mod: 0.0; Neddyl block: inactive; STEP inh: -1.3; DNMT1 block: 1.9; Rin1-Abl PPI inh: 0.4; NadD block: 1.0

Results for ClCc1nnc(-c2cc3c(s2)CCCC3)o1 ?
Rpn11 block: inactive; Scp-1 inhibitor: -2.3; LMPTP inh: -2.3; CSN deneddyl inh: 1.2; SUMO1 PPI mod: -2.7; Neddyl block: inactive; STEP inh: -1.5; DNMT1 block: 3.9; Rin1-Abl PPI inh: -2.3; NadD block: -4.0

How did Cc1ccc(NC(=O)/C=C/c2ccc([N+](=O)[O-])s2)cc1 do in these assays?
Rpn11 block: inactive; Scp-1 inhibitor: -5.3; LMPTP inh: 1.9; CSN deneddyl inh: 6.2; SUMO1 PPI mod: -9.2; Neddyl block: inactive; STEP inh: -4.3; DNMT1 block: 6.2; Rin1-Abl PPI inh: 1.0; NadD block: 2.1

Results for COc1ccccc1NC(=O)/C=C/C(=O)O ?
Rpn11 block: inactive; Scp-1 inhibitor: -0.7; LMPTP inh: -1.4; CSN deneddyl inh: -3.1; SUMO1 PPI mod: 0.9; Neddyl block: inactive; STEP inh: -0.8; DNMT1 block: -1.7; Rin1-Abl PPI inh: 1.8; NadD block: 2.6

How did CC(NC(=O)CCCOc1ccc(Cl)cc1)c1ccccc1 (configuration not stated) do in these assays?
Rpn11 block: inactive; Scp-1 inhibitor: -2.7; LMPTP inh: -0.7; CSN deneddyl inh: -10.8; SUMO1 PPI mod: -2.9; Neddyl block: inactive; STEP inh: -3.4; DNMT1 block: -0.6; Rin1-Abl PPI inh: -0.9; NadD block: -7.3

How did CN(C)c1ccc(C(c2nnnn2CCOC(=O)Nc2ccc(Cl)cc2)N2CCOCC2)cc1 (configuration not stated) do in these assays?
Rpn11 block: inactive; Scp-1 inhibitor: -1.8; LMPTP inh: -1.2; CSN deneddyl inh: 1.6; SUMO1 PPI mod: -0.1; Neddyl block: inactive; STEP inh: -1.7; DNMT1 block: -7.7; Rin1-Abl PPI inh: 2.2; NadD block: 9.5

Retrieved one by one from the list above (two):
Results for O=C(CSc1ncn[nH]1)NCc1ccc(Cl)cc1 ?
Rpn11 block: inactive; Scp-1 inhibitor: -0.8; LMPTP inh: -0.5; CSN deneddyl inh: -0.4; SUMO1 PPI mod: 3.6; Neddyl block: inactive; STEP inh: -2.2; DNMT1 block: 0.8; Rin1-Abl PPI inh: 3.7; NadD block: -1.4

How did CC(NC(=O)CCCOc1ccc(Cl)cc1)c1ccccc1 (configuration not stated) do in these assays?
Rpn11 block: inactive; Scp-1 inhibitor: -2.7; LMPTP inh: -0.7; CSN deneddyl inh: -10.8; SUMO1 PPI mod: -2.9; Neddyl block: inactive; STEP inh: -3.4; DNMT1 block: -0.6; Rin1-Abl PPI inh: -0.9; NadD block: -7.3

Carrying on.
Results for O=C(c1nc2ccccn2c1CN1CCC(Cc2ccccc2)CC1)N1CCCC1 ?
Rpn11 block: inactive; Scp-1 inhibitor: -2.5; LMPTP inh: -0.3; CSN deneddyl inh: 5.6; SUMO1 PPI mod: 0.4; Neddyl block: inactive; STEP inh: 0.1; DNMT1 block: -1.0; Rin1-Abl PPI inh: -1.4; NadD block: 0.0

How did CN1CCN(CCCCOc2ccc(Br)cc2)CC1 do in these assays?
Rpn11 block: inactive; Scp-1 inhibitor: -1.2; LMPTP inh: -8.2; CSN deneddyl inh: 3.0; SUMO1 PPI mod: -3.6; Neddyl block: inactive; STEP inh: 0.3; DNMT1 block: 0.2; Rin1-Abl PPI inh: 0.8; NadD block: 0.8

What do the screens show for `CC(C)NC(=O)c1ccc2c(c1)N(CC(=O)N1CCCCC1)C(=O)C(C)(C)O2`?
Rpn11 block: inactive; Scp-1 inhibitor: -2.0; LMPTP inh: -1.0; CSN deneddyl inh: -2.6; SUMO1 PPI mod: 1.8; Neddyl block: inactive; STEP inh: -1.1; DNMT1 block: 1.5; Rin1-Abl PPI inh: 0.1; NadD block: -0.8

What do the screens show for `COc1ccc(C(=O)NC(=S)NNC(=O)c2c(-c3ccccc3)noc2C)cc1OC`?
Rpn11 block: inactive; Scp-1 inhibitor: -6.6; LMPTP inh: 0.2; CSN deneddyl inh: -0.1; SUMO1 PPI mod: 9.7; Neddyl block: inactive; STEP inh: 2.7; DNMT1 block: -1.7; Rin1-Abl PPI inh: -3.3; NadD block: 1.9

How did O=C(NCC1CCCO1)c1c(O)c2ccccc2[nH]c1=O (configuration not stated) do in these assays?
Scp-1 inhibitor: -18.7; LMPTP inh: -1.4; CSN deneddyl inh: -2.9; SUMO1 PPI mod: 0.9; Neddyl block: inactive; STEP inh: 3.4; DNMT1 block: 0.2; Rin1-Abl PPI inh: -0.7; NadD block: 2.7

How did Cc1noc(C)c1C(=O)Nc1ccc(C#N)cc1 do in these assays?
Rpn11 block: inactive; Scp-1 inhibitor: 1.0; LMPTP inh: 0.3; CSN deneddyl inh: -2.4; SUMO1 PPI mod: 1.7; Neddyl block: inactive; STEP inh: -2.4; DNMT1 block: 3.1; Rin1-Abl PPI inh: 0.4; NadD block: 2.3
